Screens as filed in PubChem BioAssay.
HepG2 tox: HepG2 cytotoxicity, counter-screen for TGF-b inhibitors. AID 588856. HepG2 CAGA-GFP viability, ATP luminescence, 18 h. Potency, µM (highest dose often 46.1 µM), for inactives: at the highest dose activity change, negative = cytotoxicity, most hits filed as cytotoxic. 410,000 tested, 0.76% active; also: potency is read from the fitted curve at half-maximal effect; some results filed as inactive show a strong effect at the top dose
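HepG2 CAGA-GFP cells (1000/well, DMEM with 1% FBS) received compound, then TGF-beta at 500 pg/mL final, and were incubated 18 hours at 37 degrees C. Viability was read by CellTiter-Glo luminescence. Media-only wells were set as complete cell-killing and DMSO as no toxicity.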
Nrf2 inh: inhibitors of Nrf2 signaling | A549 ARE-Fluc reporter, luciferase luminescence, 18-24 h | Potency, µM (highest dose often 46 µM), without a hit: at the highest dose activity change, negative = inhibition, most hits filed as inhibitors | 360,000 tested, 2.1% active; also: potency is read from the fitted curve at half-maximal effect; % is scaled to controls: 0 for no effect and ±100 for the full control effect; nearly all actives have a fitted effect of over 60% in size
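Nrf2 function is reported as luminescence of an ARE-controlled luciferase in A549 cells. Compounds were tested at several concentrations, and a CellTiter-Fluor read on the same wells flagged cytotoxicity.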
ATXN2 expr inh: inhibitors of ATXN2 expression; Potency, µM (doses to about 57 µM), for the others: at the top dose activity change, negative = inhibition, most hits filed as inhibitors; 360,000 tested, 0.72% active; HEK-293 ATXN2-luciferase reporter, luminescence, 24 h; also: potency is read from the fitted curve at half-maximal effect; % is scaled to controls: 0 for no effect and ±100 for the full control effect; nearly all actives have a fitted effect of over 55% in size
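ATXN2-luciferase reporter cells (luciferase flanked by upstream and downstream ATXN2 gene portions) were treated 24 h at 37 °C with compounds at up to 57 uM. SteadyGlo luminescence gave expression; GF-AFC fluorescence gave viability.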
TGFb inhibitor: blocks TGF-b signaling | HepG2 CAGA-GFP TGF-b/SMAD3 reporter, GFP fluorescence, 18 h; TGF-beta stimulated, 500 pg/mL final | Potency, µM (top dose mostly 46.1 µM), for inactives: at the top dose activity, negative = inhibition, hits mostly inhibitors | 410,000 tested, 1.2% active; also: potency is read from the fitted curve at half-maximal effect; % is scaled to controls: 0 for no effect and ±100 for the full control effect; nearly all actives have a fitted effect of over 65% in size
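TGF-beta reporter screen: HEPG2 CAGA-GFP, 1% FBS, 500 pg/mL TGF-beta final, 18 h; per-cell GFP summed per well; curves fitted and categorized by class.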
Nrf2 activator: activators of Nrf2 (ARE) signaling | AREc32 ARE-luciferase reporter (MCF7-derived line), luminescence, 24 h | Potency, µM (top dose mostly 46.1 µM), for the others: at the top dose activation, hits mostly activators | 410,000 tested, 0.31% active | AID 624171; also: potency is read from the fitted curve at half-maximal effect; % of control where 0% means no effect; nearly all actives have a fitted effect of over 65% in size
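ARE activation measured as luciferase luminescence (Steady-Glo, 30 min RT) in AREc32_Fluc cells after 24 hr compound exposure at 37 deg C, 5% CO2; cells seeded overnight at 1000/well in OPTI-MEM, 5% FBS.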
A549 tox: A549 cytotoxicity, counter-screen for Nrf2 inhibitors; 390,000 tested, 0.16% active; Potency, µM (top dose mostly 46 µM), for inactives: at the highest dose activity change, negative = cytotoxicity, most hits filed as inhibitors; A549 ARE-Fluc cells, CellTiter-Fluor viability, 18-24 h; also: potency is read from the fitted curve at half-maximal effect; % is scaled to controls: 0 for no effect and ±100 for the full control effect
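A549 ARE-Fluc cells in 5% FBS OPTI-MEM, 5000 cells/well, rested 2 h then exposed to compounds in concentration-response for 18-24 h at 37 °C. Viability by CellTiter-Fluor fluorescence (Ex 405/Em 525) after 30 min; luciferase luminescence (BugLite, 15 min, RT) read afterwards.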
IL-2 act: activates IL-2 in a cell-based reporter assay. IL-2 activation reporter assay, cell-based qHTS; stimulated with anti-CD3/CD4/CD28 beads; in transgenic mouse T cells. activation, % (series mostly up to about 46 µM). 360,000 tested, 0.065% active; in the data active = activation above about 50%; inconclusive = mostly about 30% to 49%; also: 0% is about no effect
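Quantitative HTS in unstimulated transgenic mouse T cells, with memory T cells as non-tolerant control and PMA/ionomycin as tolerance-bypass control. Compound pretreatment lasted 60 minutes before 18 h bead stimulation; EGFP/DsRed fluorescence read.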
EPAC2 ag: activates human EPAC2 exchange factor; Q8WZA2; AID 720711; EPAC2 activation, biochemical qHTS; response scale: 100% = 6.5 mM cAMP response; 360,000 tested, 0.079% active; Potency, µM (series often up to 154 µM), for the others: at the highest dose activation, usual class: activators; also: potency is read from the fitted curve at half-maximal effect; nearly all actives have a fitted effect of over 50% in size
Target sequence (Q8WZA2 whole entry, looked up): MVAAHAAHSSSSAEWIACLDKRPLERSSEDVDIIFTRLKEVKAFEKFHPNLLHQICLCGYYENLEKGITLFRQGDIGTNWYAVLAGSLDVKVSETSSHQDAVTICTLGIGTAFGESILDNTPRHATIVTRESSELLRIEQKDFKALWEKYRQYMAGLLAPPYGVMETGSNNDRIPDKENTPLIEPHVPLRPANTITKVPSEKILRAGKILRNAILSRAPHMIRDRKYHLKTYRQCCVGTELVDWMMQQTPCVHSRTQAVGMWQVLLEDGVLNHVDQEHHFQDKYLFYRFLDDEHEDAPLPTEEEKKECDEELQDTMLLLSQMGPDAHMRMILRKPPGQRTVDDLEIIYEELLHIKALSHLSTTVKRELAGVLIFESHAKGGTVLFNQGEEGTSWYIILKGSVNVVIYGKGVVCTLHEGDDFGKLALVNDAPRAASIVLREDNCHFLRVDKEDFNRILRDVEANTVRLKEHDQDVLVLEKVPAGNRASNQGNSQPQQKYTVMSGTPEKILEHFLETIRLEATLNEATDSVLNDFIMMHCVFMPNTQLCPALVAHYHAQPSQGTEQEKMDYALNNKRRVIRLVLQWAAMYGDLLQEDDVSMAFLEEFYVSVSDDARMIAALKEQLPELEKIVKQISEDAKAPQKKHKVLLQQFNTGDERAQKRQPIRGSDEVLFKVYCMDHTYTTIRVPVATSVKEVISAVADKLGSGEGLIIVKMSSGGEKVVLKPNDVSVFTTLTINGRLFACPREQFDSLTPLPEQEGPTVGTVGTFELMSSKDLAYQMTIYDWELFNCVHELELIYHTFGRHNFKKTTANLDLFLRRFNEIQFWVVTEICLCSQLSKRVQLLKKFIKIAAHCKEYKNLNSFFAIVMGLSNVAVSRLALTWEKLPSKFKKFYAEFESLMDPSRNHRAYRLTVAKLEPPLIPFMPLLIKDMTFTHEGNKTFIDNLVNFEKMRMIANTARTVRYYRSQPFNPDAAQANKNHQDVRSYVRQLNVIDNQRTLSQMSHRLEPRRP
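Setup: EPAC2 100 nM, labeled Rap1B complex 250 nM, free GDP 50 uM. Compound titrations pinned in, brief spin, 5 min room temperature incubation. Kinetic fluorescence read over 30 min, normalized to 6.5 mM cAMP.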
ATXN viability: cell viability loss in ATXN counter-screen; S2 cells (HEK-293 line with an ATXN2-luciferase reporter) viability, CellTiter-Fluor protease fluorescence, 24 h; Potency, µM (titrated, usually from 56.7 µM), usual class: cytotoxic; 400,000 tested, 0.49% active; AID 651635; also: potency is read from the fitted curve at half-maximal effect; nearly all actives have a fitted effect of over 40% in size
Numbers without * were called inactive; i = inactive; ? = inconclusive; · = no result given; & = joins results of further samples; [ ] = remark or other dose. Unless noted, calls follow the shape of the dose curve; as a rule, active = well fitted curve in the direction sought with a large enough effect; inconclusive = small, poorly fitted or top-dose-only effect, or another doubt; inactive = no such curve, though single readings can be large; an effect the other way counts as inactive or inconclusive.

SMILES | HepG2 tox | Nrf2 inh | ATXN2 expr inh | TGFb inhibitor | Nrf2 activator | A549 tox | IL-2 act | EPAC2 ag | ATXN viability
Cc1cc(O)ccc1NS(=O)(=O)c1ccc2c3c(cccc13)C(=O)N2 | -3% | -14% | 12% | 8% | 3.6% | -3% | 0.2 | -2% | i
CCCS(=O)(=O)NC(=O)C1(C)CCN(C(=O)c2cccc3ccccc23)C1 (configuration not stated) | 4% | · | 6% | -4% | 0.2% | · | 0.7 | 14% | i
CCCC#Cc1cnc2c(c1)C(=O)N([C@H](C)CO)C[C@@H](C)[C@@H](CN(C)C(=O)Nc1cccc(F)c1)O2 | -82% | · | -6% | ? | -0.1% | · | -0.9 | 0% | ?
O=C(O)c1ccccc1C=NNc1ccc([N+](=O)[O-])cn1 | -5% | -3% | 6% | 6% | 1.7% | -19% | -0.6 | 10% | ?
CCOC(=O)C1CCN(C(=S)Nc2ccccc2)CC1 | 1% | 9% | -1% | 1% | -0.3% | 5% | -0.3 | 12% | i
O=C(/C=C/c1ccc(Br)cc1)NCc1cccs1 | -2% | 3% | 40%[activator] | 9% | 0.9% | 9% | 0.7 | -2% | i
CN1CCN(C(=O)c2sc(=S)n(-c3ccccc3)c2N)CC1 | -11% | 12% | 3% | -15% | -0.6% | 0% | -1.4 | 0% | i
Cc1ccn(CCNC(=O)C2CCC(=O)N(CCc3ccc(Cl)cc3)C2)n1 (configuration not stated) | 8% | 12% | 2% | 7% | -0.5% | 0% | -1.9 | 4% | ?
Cc1ccc(S(=O)(=O)NCC(c2ccc3c(c2)OCO3)N2CCN(c3ccccc3)CC2)cc1 (configuration not stated) | -8% | -9% | -7% | -2% | -0.4% | -15% | 1.0 | 3% | ?
CC(C)Cc1nnc(NC(=O)C2CCN(C(=O)c3ccc(F)cc3)CC2)s1 | 5% | -16% | 7% | 13% | 0.1% | -3% | -1.8 | -1% | i
CCC(C)N1CCNCC1 (configuration not stated) | -9% | -4% | -13% | -10% | -2.1% | -5% | 0.1 | 10% | i
COc1cc(NC(=O)C/C(C)=N/NC(=O)C2CCCCC2)c(OC)cc1Cl | 1% | -17% | -7% | 0% | 9.5% | -20% | 0.2 | 1% | i
Cc1ccc(C2(C)NC(=O)N(CC(=O)Nc3ccccc3C(=O)N3CCCCC3)C2=O)cc1 (configuration not stated) | -3% | 3% | -3% | 0% | -0.5% | -1% | -4.3 | 7% | i
Cc1ccc2c(c1)C(c1ccccc1)N(C(=O)c1ccc(Br)o1)CC(=O)N2 (configuration not stated) | -19% | -6% | -2% | -10% | 7.0% | -4% | -2.1 | 13% | i
Cc1ccc(/C=N/NC(=O)c2ccc3nc[nH]c3c2)o1 | -18% | 2% | 2% | -2% | -0.1% | -2% | 0.8 | 2% | i
CCOc1ccc(CCNS(=O)(=O)c2cc(Br)cc3c2N(C(C)=O)CC3)cc1OCC | -7% | · | · | -9% | -0.3% | 0% | · | · | ·
COc1ccc(Cl)cc1NC(=O)C(=O)NC1CCCCCC1 | 5% | · | 1% | 1% | 12% | 2% | -2.2 | 7% | i
NC(=O)c1ccc(NC(=O)CSc2nnc(-c3cccnc3)n2Cc2ccco2)cc1 | 13% | 2% | · | 4% | 0.0% | 3% | -0.7 | -5% | i
CCOc1ccc(CCNC(=O)C2CCN(C(=O)N(C)C)CC2)cc1OCC | -9% | -3% | -5% | -5% | -0.7% | 0% | -2.4 | 6% | i
COCCCn1c(=O)c2sccc2n2c(CCCC(=O)NCc3ccc(F)cc3)nnc12 | 4%&-4% | ? | 16% | 11%&-10% | 0.0%&2.8% | -12%&-3% | -1.1 | 5% | i
O=C(COC(=O)c1ccc2ncsc2c1)Nc1ccc(Cl)cc1 | -6% | 1% | 17% | 0% | -0.3% | -5% | 0.0 | 5% | i
COc1c(Cl)cc(Br)c(OC)c1C(=O)NC(=O)Nc1nc(C)cc(C)n1 | -8% | -14% | -18% | -6% | 0.6% | -14% | 0.6 | 0% | i
Cc1cccc(NC(=O)N2CCC(CN3CCCCCC3)CC2)c1C | -33% | 8% | · | 0% | -0.9% | -12% | · | · | ·
COc1ccc(-n2ccnc(SCC(=O)NCc3ccccc3Cl)c2=O)cc1 | -16% | ? | · | -8% | 2.3% | -6% | 3.6 | -4% | ?
CC(=O)c1ccc(N(C)C)cc1 | 7% | 2% | 4% | 17% | -0.8% | -2% | 0.3 | -11% | i
Cc1c(C(=O)Cc2ccccc2)n(C)c2ccccc12 | -4% | 5% | 32% | ? | 5.1% | -6% | 0.1 | 22% | ·
CCOc1cc(S(=O)(=O)n2ccnc2)ccc1Cl | 8% | 27% | -10% | 14% | 0.7% | 9% | -0.3 | 11% | ?
COc1ccc2[nH]c(=O)c(C(=O)O)cc2c1 | 3% | 9% | -7% | -5% | 1.8% | -5% | -1.2 | 0% | ·
S=C(Nc1ccccc1)N1CCc2ccccc21 | -9% | ? | · | -10% | 12% | 3% | 0.2 | 11% | i
COc1ccc2c(c1)OC[C@H]1[C@H]2N2C(=O)c3ccc(F)cc3NC(=O)[C@@]2(C)[C@H]1c1ccccc1 | -24% | ? | -12% | -16% | 5.9% | -3% | 0.3 | 5% | i

Two compounds from above with just A549 tox, Nrf2 activator and HepG2 tox.
mol	A549 tox	Nrf2 activator	HepG2 tox
O=C(COC(=O)c1ccc2ncsc2c1)Nc1ccc(Cl)cc1	-5%	-0.3%	-6%
CCOc1cc(S(=O)(=O)n2ccnc2)ccc1Cl	9%	0.7%	8%

The listing continues:
SMILES | HepG2 tox | Nrf2 inh | ATXN2 expr inh | TGFb inhibitor | Nrf2 activator | A549 tox | IL-2 act | EPAC2 ag | ATXN viability
CCCCc1ccc(NC(=S)NN2CCOCC2)cc1 | -24% | 3% | 27% | ? | 0.6% | 13% | 0.5 | 9% | i
O=C(NCCN1CCN(C(=O)c2cc3ccccc3oc2=O)CC1)c1cc2ccccc2oc1=O | -40% | 1% | -8% | 5% | -0.5% | 2% | 0.2 | -1% | i
Cc1noc(NS(=O)(=O)c2ccc(NC(=O)CSc3ncccn3)cc2)c1C | 9% | 3% | -7% | -9% | -0.4% | 0% | -1.1 | 5% | i
COc1ccc(C(=O)c2cn(Cc3ccc(F)cc3)c3c(F)cc(F)cc3c2=O)cc1 | -3% | ? | -30% | 21% | -0.7% | ? | · | · | ?
CN(C)S(=O)(=O)n1cc(/C=C(\NC(=O)c2ccccc2F)C(=O)NCCN2CCOCC2)c2ccccc21 | -22% | · | · | 9% | -0.8% | · | -2.0 | -2% | i
Cc1cccc(NS(=O)(=O)c2ccc(C)c(C(=O)N(C)C)c2)c1 | -16% | 3% | 5% | 13% | -0.7% | -2% | 0.7 | 0% | ?
OCCCNc1c2c(nc3cc(-c4ccc(Cl)cc4)nn13)CCC2 | -26% | 9% | -16% | 10% | 0.6% | ? | 0.5 | 19% | i
CC1CC(C)CN(c2ncnc3c2cnn3Cc2ccc(Cl)cc2)C1 (configuration not stated) | -7% | ? | 6% | ? | 0.1% | 1% | 0.4 | 2% | i
Cc1cc(C(=O)OCC(=O)Nc2cc(C)on2)c2ccccc2n1 | 8% | -5% | -5% | 1% | 0.0% | 6% | -0.7 | 9% | i
C=CCOc1ccc(/C=N/NC(=O)c2cc3c(OC)cc(OC)cc3[nH]2)cc1 | -18% | ? | -1% | -30% | 4.6% | -3% | -2.6 | 2% | i
COc1ccc2c(Cl)c(-c3nnc4n3CCCCC4)sc2c1 | -26% | 9% | 14% | 0% | 3.6% | -12% | -0.7 | -1% | i
O=[N+]([O-])c1cc(S(=O)(=O)N2CCCC2)ccc1O | 6% | 12% | 1% | -13% | -0.2% | -8% | -0.3 | -3% | ?
CCCCc1c(C)nc2ccc(C(=O)OCC)cc2c1Cl | -2% | 9% | 14% | 8% | 0.1% | 9% | -2.5 | -17% | i
CCOC(=O)[C@]12CCC=C1N(Cc1ccc3c(c1)OCO3)C(=O)[C@H](CC(=O)NCc1cccc3ccccc13)C2 | · | · | -17% | · | 3.5% | · | -1.1 | 9% | ?
Cc1ccc(S(=O)(=O)n2nc(C)c(S(=O)(=O)N3CCCCC3)c2C)cc1 | 0%&-2% | 2% | -1%&4% | 1%&11% | 0.3%&-1.0% | 1%&-1% | -1.8 | -2% | i
Cc1ccc(S(=O)(=O)N2CCOCC2)cc1NC(=O)COc1ncnc2ccccc12 | -3% | 3% | -3% | -22% | 0.4% | 9% | -0.4 | -3% | i
O=C1C(=Cc2cccn2-c2ccccc2)C(=O)c2ccccc21 | 17% | -5% | 6% | 0% | 8.0% | -8% | 0.1 | 7% | i
CCOc1ccc(C(=O)Cc2ccc3oc(C(=O)O)cc3c2)c(O)c1 | -3% | 2% | -10% | -6% | -0.2% | 0% | -1.0 | 7% | i
COc1ccc(C2(CNS(=O)(=O)c3ccccc3)CCOCC2)cc1 | -5% | 23% | · | -4% | 0.4% | 15% | 3.0 | 7% | i
CCCCc1c(O)nc(SCC(=O)Nc2cccc3ccccc23)n(-c2ccccc2OC)c1=O | 3% | 3% | · | 18% | 0.3% | -6% | 1.1 | 8% | ?
Cc1csc(NC(=O)CCC(=O)c2cccs2)n1 | -12% | 4% | 22% | 1% | 2.7% | 0% | 2.4 | -5% | i
O=C(c1ccc2c(c1)N(Cc1cccc(Cl)c1)C(=O)c1ccccc1S2=O)N1CCC(Cc2ccccc2)CC1 (configuration not stated) | -32% | · | · | -22% | 3.7% | -14% | · | · | ·
NS(=O)(=O)c1cccc(NC(=O)c2cc(=O)c3ccccc3o2)c1 | 3% | -2% | 0% | -6% | 13µM* | -12% | -0.1 | -2% | i
CCc1cc(C)cc(OCCNC(=O)c2cncc(Br)c2)c1 | -49% | ? | ? | -18% | -0.5% | -24% | 0.5 | 4% | i
